Source: PubChem
MrgX1 PAM = human MrgX1 positive allosteric modulation, primary screen; MrgX1-HEK293, Fluo-4 calcium flux, FDSS; active compounds read high; B-score at 10 µM; 310,000 tested, 0.63% active; Q96LB2;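 active = plate-corrected calcium response at least 3 library SD above typical, normal starting fluorescence, not activating the receptor alone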;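 also: compound read alongside a low EC10 to EC30 dose of BAM8-22 agonist; peak minus trough fluorescence over baseline measured at the second addition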
Target sequence (Q96LB2 whole entry, looked up): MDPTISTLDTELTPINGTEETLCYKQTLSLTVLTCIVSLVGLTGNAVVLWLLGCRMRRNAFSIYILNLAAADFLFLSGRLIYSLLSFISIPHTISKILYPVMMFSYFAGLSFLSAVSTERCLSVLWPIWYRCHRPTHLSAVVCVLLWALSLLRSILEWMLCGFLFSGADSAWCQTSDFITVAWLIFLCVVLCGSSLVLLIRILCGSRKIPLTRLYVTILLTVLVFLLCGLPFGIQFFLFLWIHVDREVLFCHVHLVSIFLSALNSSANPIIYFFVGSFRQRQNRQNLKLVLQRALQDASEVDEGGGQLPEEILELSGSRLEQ
RGS4 block = inhibitors of human RGS4. B-score at 10 µM. HEK293 M3R/RGS4 inducible, Fluo-4 calcium flux; active compounds read high; triggered by carbachol at its EC20. 310,000 tested, 0.45% active. AID 463165;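 active = B-score, a plate-corrected calcium signal, over three deviations above library mean, with baseline fluorescence within five deviations of library mean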;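 also: RGS4 expression induced by doxycycline in cells with stable M3 receptor; B-score is computed from the integrated fluorescence ratio over baseline after carbachol; higher B-score means a larger calcium signal and so more RGS4 inhibition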
Target sequence (P49798 whole entry, looked up): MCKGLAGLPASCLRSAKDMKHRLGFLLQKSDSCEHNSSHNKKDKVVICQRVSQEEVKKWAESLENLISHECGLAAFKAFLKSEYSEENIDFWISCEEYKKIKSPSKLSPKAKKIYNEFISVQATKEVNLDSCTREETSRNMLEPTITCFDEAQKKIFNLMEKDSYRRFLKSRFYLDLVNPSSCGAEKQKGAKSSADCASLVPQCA
MrgX1 ag = human MrgX1 receptor agonism, primary screen | MrgX1-HEK293 cells, Fluo-4 calcium fluorescence, agonist mode; active compounds read high | B-score at 10 µM | Q96LB2 | AID 588627 | 310,000 tested, 0.44% active;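 active = calcium response B-score plate-corrected fluorescence ratio at least 3 library SD, with starting fluorescence B-score inside 5 SD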
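Test system: Stable human MrgX1 HEK293 cell line | Schedule: Overnight plating before 1 h dye loading | Read-out basis: Baseline-normalised fluorescence change ratio, B-scored | Detection: Kinetic calcium dye fluorescence, Fluo-4 NW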
KCNQ1 block = blocks the human KCNQ1 potassium channel; CHO-K1 KCNQ1, FluxOR thallium flux fluorescence; active compounds read high; 310,000 tested, 1.3% active; B-score at 10 µM;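 active = compounds whose thallium flux B-score, printed positive for inhibition, exceeds three library SD while starting fluorescence stays within three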;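 also: channel opened by potassium depolarization with thallium stimulus after 20 min compound exposure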
KCNQ1 pot = potentiates or activates the human KCNQ1 potassium channel. CHO-K1 KCNQ1, thallium flux FluxOR fluorescence; active compounds read high. 310,000 tested, 0.35% active. B-score at 10 µM;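 active = fluorescence ratio B-score, a plate-corrected score, at least three library SD, with initial intensity B-score within 5 SD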
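Medium – assay buffer, equal DMSO in all wells · Material – CHO-K1 cell line with stable KCNQ1 potassium channel expression · Signal – kinetic FluxOR thallium fluorescence, 10-s 1-Hz baseline, 110-s post-stimulus read · Compound – single concentration per compound, DMSO matched to controls · Schedule – 37 °C overnight plating, 90-min dark dye load, 20-min compound pretreatment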
TMEM16A act = mouse TMEM16A channel activation, primary screen. Q8BHY3. HEK293 TMEM16A/YFP-H148Q/I152L, iodide quench fluorescence; active compounds read low. B-score at 10 µM. AID 623877. 340,000 tested, 0.3% active;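 active = fluorescence-ratio B-score plate-corrected deviation score at least 3 library SD below zero, with starting fluorescence score within 5 deviations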;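 also: channel opened by trigger with iodide after compound preincubation; score built on the fluorescence ratio of max minus min over baseline; more negative score means more quench and so TMEM16A activation or potentiation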
KCNK9 inh = blocks the human KCNK9 two-pore domain potassium channel; Q9NPC2; HEK293 KCNK9, FluxOR thallium flux fluorescence; active compounds read low; B-score at 10 µM; 310,000 tested, 1.2% active;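 active = ratio B-score over 3 SD below the library mean, with starting fluorescence within 5 SD of its mean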;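 also: negative B-score means less thallium flux so channel inhibition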
Target sequence (Q9NPC2 whole entry, looked up, the tested form may be a part): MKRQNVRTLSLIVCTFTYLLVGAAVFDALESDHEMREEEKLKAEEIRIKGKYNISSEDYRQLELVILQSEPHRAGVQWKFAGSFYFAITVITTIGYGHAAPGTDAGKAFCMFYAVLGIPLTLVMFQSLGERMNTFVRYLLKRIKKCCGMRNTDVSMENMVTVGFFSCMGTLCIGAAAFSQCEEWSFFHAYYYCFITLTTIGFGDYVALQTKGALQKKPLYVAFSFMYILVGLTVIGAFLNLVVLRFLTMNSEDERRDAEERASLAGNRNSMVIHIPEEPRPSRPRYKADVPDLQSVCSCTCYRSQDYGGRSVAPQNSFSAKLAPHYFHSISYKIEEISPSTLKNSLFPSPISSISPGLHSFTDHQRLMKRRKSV
hERG protect = hERG (human) protection from proarrhythmic block; activation (rescue from dofetilide block), less the hit threshold, % at 10 µM; CHO-hERG, FluxOR thallium flux, dofetilide IC70 present; 310,000 tested, 0.51% active; Q12809;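 active = activation above the mean of controls blocked by dofetilide plus 5 SD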;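 also: thallium influx through hERG after potassium depolarization seen as dye fluorescence rise; in these data hits start at about 4.7%; inactives centre near -7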
RGS4 act = potentiators or activators of RGS4; HEK293 M3R/inducible RGS4, carbachol calcium flux Fluo4; active compounds read low; B-score at 10 µM; 310,000 tested, 0.92% active; AID 463111;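 active = B-score of the integrated calcium signal more than 4 SD below the library mean, with starting fluorescence not abnormally high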;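 also: negative B-score means reduced calcium response which marks RGS4 activation or potentiation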
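System: HEK293 FlpIn-TREx cells, stable M3R, doxycycline-inducible RGS4. Timing: overnight RGS4 induction, 30 min dye load 37 °C, 20 min compound RT. Also added: carbachol, ECmax concentration. Measured by: Fluo4 fluorescence kinetic imaging of calcium. Evaluation: integrated calcium ratio converted to B score.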
KCNK3 block = human KCNK3 channel inhibition, primary screen | O14649 | CHO-KCNK3 thallium flux, FluxOR fluorescence; active compounds read low | B-score at 10 µM | AID 602410 | 340,000 tested, 0.84% active;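 active = B-score under library mean minus 4 SD, starting fluorescence ratio at most library mean plus 5 SD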;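 also: more negative B-score means stronger inhibition of thallium flux through KCNK3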
ANO1 block = inhibitors of mouse TMEM16A calcium-activated chloride channel; 310,000 tested, 1.2% active; HEK293 TMEM16A/YFP iodide influx fluorescence, ionomycin; normalized B-score (activity score, 25-100; higher = stronger inhibition) at 10 µM;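 active = ratio plate-corrected score three or more library SD toward inhibition, starting fluorescence score within five deviations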;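 also: score derived from kinetic fluorescence span divided by baseline fluorescence per well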
An asterisk follows results filed as active; i = inactive; · = not tested or not shown. An unsorted share of the library; any-hit rate near 6.3%.

SMILES	MrgX1 PAM	RGS4 block	MrgX1 ag	KCNQ1 block	KCNQ1 pot	TMEM16A act	KCNK9 inh	hERG protect	RGS4 act	KCNK3 block	ANO1 block
Cc1ccc(C(=O)NNC(=S)NCC2CCCO2)cc1[N+](=O)[O-] (configuration not stated)	i	i	i	i	i	i	i	-11	i	i	i
CN1C(=O)[C@@H]2C[C@@]3([C@@]45C[C@H]6C(=O)N(C)[C@@H](Cc7ccccc7)C(=O)N6[C@@H]4Nc4ccccc45)c4ccccc4N[C@H]3N2C(=O)[C@@H]1Cc1ccccc1	i	i	i	i	i	i	i	-12	i	i	i
COc1cccc(C(=O)N/N=C(/CCC(=O)O)c2ccccc2)c1	i	i	i	i	i	i	i	-7	i	i	i
O=[N+]([O-])c1ccc(NCCCN2CCOCC2)c([N+](=O)[O-])c1	i	i	i	i	i	i	i	-5	i	i	i
CC1(c2nnc(-c3cccc(Cl)c3)o2)CC(c2ccccc2Br)=NO1 (configuration not stated)	i	i	i	i	i	i	i	-24	i	i	i
NNC(=O)c1sc2nc(N3CCOCC3)c3c(c2c1N)CCCC3	i	i	i	i	i	i	i	-8	i	i	i
CC1(C)CC(NNCCC#N)=CC(=[N+]2CCCC2)C1	i	i	i	i	i	i	i	-9	i	i	i
CCOC(=O)C1CCN(CC(=O)NC(=O)NC2CCCCC2)CC1	i	i	i	i	i	i	i	-6	i	i	i
O=C(/C=C/c1ccc(O)c(O)c1)O[C@H](Cc1ccc(O)c(O)c1)C(=O)O	·	i	·	i	i	·	i	-6	i	·	·
CCOC(=O)N1CCC(NC(=O)CCS(=O)(=O)c2ccc3c(c2)CCN3C(C)=O)CC1	i	i	i	i	i	i	i	-7	i	i	i
CCCCn1c(-c2cccnc2)n[nH]c1=S	i	i	i	i	i	i	i	-3	i	i	i
Cc1c(C(=O)N(C)C2CCCCC2)sc2ncnc(N3CCN(c4ccccc4)CC3)c12	i	i	i	i	i	i	i	-8	-9.7*	i	i
CC1=C(C(=O)N(C)C)C(c2ccc(C)s2)NC(=S)N1 (configuration not stated)	i	i	i	i	i	i	i	-2	i	i	i
CCOC(=O)C(=O)Nc1ccccc1C(=O)NC(C)C	i	i	i	i	i	i	i	-4	i	i	i
Cc1cccc(C)c1NC(=O)C1(N(Cc2ccco2)C(=O)c2ccccn2)CCCC1	i	i	i	i	i	i	i	-1	i	i	i
O=C(COC(=O)CNC(=O)C1CCCCC1)Nc1ccc(Cl)cn1	i	i	i	i	i	i	i	-16	i	i	i
CCOC(=O)N1CCN(C(=O)C2CCN(C(=O)c3cc(OC)cc(OC)c3)CC2)CC1	i	i	i	i	i	i	i	-10	i	i	i
COC(=O)C1CCN(C(=O)N2CCOCC2)CC1	i	i	i	i	i	i	i	0	i	i	i
O=C(CSc1nnnn1C1CCCC1)Nc1ccc2c(c1)OCCO2	i	i	i	i	i	i	i	6.5*	i	i	i
Cc1ccc2c(c1)C1OCCC1C1N2C(=O)C2C(C(=O)O)C3C=CC21O3 (configuration not stated)	i	i	i	i	i	i	i	-1	i	i	i

Filtered by structure: those above with a halogen
SMILES	MrgX1 PAM	RGS4 block	MrgX1 ag	KCNQ1 block	KCNQ1 pot	TMEM16A act	KCNK9 inh	hERG protect	RGS4 act	KCNK3 block	ANO1 block
CC1(c2nnc(-c3cccc(Cl)c3)o2)CC(c2ccccc2Br)=NO1 (configuration not stated)	i	i	i	i	i	i	i	-24	i	i	i
O=C(COC(=O)CNC(=O)C1CCCCC1)Nc1ccc(Cl)cn1	i	i	i	i	i	i	i	-16	i	i	i

Following part
SMILES	MrgX1 PAM	RGS4 block	MrgX1 ag	KCNQ1 block	KCNQ1 pot	TMEM16A act	KCNK9 inh	hERG protect	RGS4 act	KCNK3 block	ANO1 block
CCOC(=O)C1CCN(c2c(N(C)Cc3ccco3)c(=O)c2=O)CC1	i	i	i	i	i	i	i	-13	i	i	i
CC(=O)N1c2ccc(S(=O)(=O)NCC3CCC(C(=O)N(C)Cc4ccccc4)CC3)cc2CC1C (configuration not stated)	i	i	i	i	i	i	i	-7	i	i	i
Cc1cc(C)n2cc(CSc3ccccn3)nc2n1	i	i	i	i	i	i	i	-11	i	i	i
COC(=O)c1cc(OC)c(OC)cc1NC(=O)c1ccccc1C	i	i	i	i	i	i	i	-22	i	i	i
Cc1ccc(C)c(CSc2nnc(-c3cccnc3)o2)c1	i	i	i	i	i	i	i	-15	i	i	i
O=C(COC(=O)c1ccccc1Nc1ccccc1)NCc1ccccc1Cl	i	i	i	i	i	i	i	-13	i	i	i
Cc1ccc(N(CC(N)=O)C2SC(=O)N(Cc3cccc(C(=O)O)c3)C2=O)cc1 (configuration not stated)	i	i	i	i	i	i	i	-4	i	i	i
Cn1c(=O)c2c(ncn2CC(=O)OCC(=O)Nc2sccc2C(N)=O)n(C)c1=O	i	i	i	i	i	i	i	-16	i	i	i
Cc1cccc(N2C(=O)N3[C@H](c4ccc(Br)cc4)[C@@H]4C(=O)N(C(C)(C)C)C(=O)[C@@H]4[C@]3(Cc3ccc(Cl)cc3)C2=O)c1	i	i	i	i	i	i	i	-3	i	i	i
CCCCNC(=O)NS(=O)(=O)c1cnccc1Sc1ccc(Cl)cc1	i	i	i	i	i	i	i	-7	i	i	i
O=C(NCCC(c1ccccc1)c1ccccc1)c1cnc2sccn2c1=O	i	i	i	i	i	i	i	-1	i	i	i
O=C(NNC(=O)c1cccc(Br)c1)Nc1ccc(Cl)cc1	i	i	i	i	i	i	i	-8	i	i	i
CN(C)C(=O)c1cn(-c2ccccc2)c(=O)c2ccccc12	i	i	i	i	i	i	i	-7	i	i	i
Nc1cc(Oc2cccnc2)cc([N+](=O)[O-])c1	·	i	·	i	i	i	i	-15	i	i	·
COc1ccc(-c2cn3c4c(sc3n2)CCCC4)cc1	i	i	i	i	i	i	i	-5	i	i	i
C[C@H]1CC[C@H]2C(=O)N3[C@H](c4cccc(N5CCCC5=O)c4)[C@@H](C)CC[C@H]3C(=O)N2[C@@H]1c1cccc(N2CCCC2=O)c1	i	i	i	i	i	·	i	-8	i	·	i
COc1ccc(C(=O)COC(=O)C2CCN(S(=O)(=O)c3cccc4cccnc34)CC2)cc1	i	i	i	i	i	i	i	-12	i	i	i
COC(=O)CSc1nnc(CNC(=O)c2ccc(S(=O)(=O)N(C)C)cc2)n1C	i	i	i	i	i	i	i	-7	i	i	i
COC(=O)c1sc(NC(=O)c2c(-c3ccccc3)noc2C)nc1C	i	i	i	i	i	i	i	-5	i	i	i
Cc1cc(S(=O)(=O)Nc2ccc(C(=O)NCC(c3ccco3)N3CCCCC3)cc2)ccc1F (configuration not stated)	i	i	i	i	i	i	i	-18	i	i	i
c1csc(-c2nn3c(Cn4cnc5ccccc54)nnc3s2)c1	i	i	i	i	i	i	i	-3	i	i	i
COc1ccc2c(c1)OC(c1ccccc1)(C(F)(F)F)NC2=O (configuration not stated)	i	i	i	i	i	i	i	-3	i	i	i
O=C(CN1CCOCC1)n1c2ccccc2c2ccccc21	i	i	i	i	i	i	i	-9	i	i	i
S=c1[nH]nc(-c2cc(-c3ccccc3)n[nH]2)n1/N=C/c1c(Cl)cccc1Cl	i	i	i	i	i	i	i	-17	i	i	i
COc1ccccc1-c1nc2ccc(Cl)cc2c(=O)n1O	i	i	i	i	i	i	i	-1	i	i	i
Cc1csc(NC(=O)c2ccc(S(=O)(=O)N(C)c3ccccc3)cc2)n1	i	i	i	i	i	i	i	-8	i	i	i
CS(=O)(=O)N1c2ccccc2[C@@]2(Br)C[C@H]3C(=O)N[C@@H](Cc4ccccc4)C(=O)N3[C@@H]12	i	i	i	i	i	i	i	-5	i	i	i
CCOC(=O)c1cc(-c2csc(-c3ccc(C(F)(F)F)cc3)n2)on1	i	i	i	i	i	i	i	-8	i	i	i
CCN1CCN(C(=S)c2ccc(OC)cc2)CC1	i	i	i	i	i	i	i	-5	i	i	i
COc1cccc(C(=O)Oc2c(CN3CCOCC3)cc(Cl)c3cccnc23)c1	i	i	i	i	i	i	i	-17	i	i	i
Cc1cc(NC(=O)c2cccc(Br)c2)n[nH]1	i	i	i	i	i	i	i	-4	i	i	i
Cn1c(=O)[nH]c(=O)c2c1nc(NCCCn1ccnc1)n2CCOc1ccccc1	i	i	i	i	i	i	i	-4	i	i	i
C/C(=N\NC(=O)c1c[nH]c2ccccc12)c1ccccn1	i	i	i	i	i	i	i	-14	i	i	i
O=C(Cc1c[nH]c2ccccc12)NCc1ccco1	i	i	i	i	i	i	i	-10	i	i	i
CCOC(=O)c1cc(-c2ccc(OC)cc2)nn1-c1ccccc1C(=O)O	i	i	i	i	i	i	i	-10	i	i	i
COc1cc(OC)cc(C(=O)Nc2ncc3c(n2)CC(C)CC3=O)c1 (configuration not stated)	i	i	i	i	i	i	i	4	i	i	i
Cc1sc2ncn(CC(=O)N3CCN(c4ccccc4F)CC3)c(=O)c2c1S(=O)(=O)N1CCOCC1	i	i	i	i	i	i	i	-4	i	i	i
COc1ccc(C)cc1NC(=O)c1cc2ccccc2o1	i	i	i	i	i	i	i	-3	i	i	i
CCN(CC(=O)Nc1c(C(=O)OC)[nH]c2ccc(C)cc12)c1ccc2c(c1)OCO2	i	i	i	i	i	i	i	-13	i	i	i
CC1CCCC(C)N1c1ccc(S(=O)(=O)N2CCOCC2)cc1Cl (configuration not stated)	i	i	i	i	i	i	i	-5	i	i	i
Cc1cc(OC(=O)c2ccc(C(F)(F)F)cc2)c([N+](=O)[O-])c(=O)[nH]1	i	i	i	i	i	i	i	-6	i	i	i
Cc1nn(CC(O)Cn2cnc3c2c(=O)n(C)c(=O)n3C)c(C)c1Br (configuration not stated)	i	i	i	i	i	i	i	-7	i	i	i
CC1=CC(C)(C)N2C(=O)C3(SCC(=O)N3c3ccc(O)cc3)c3cc(C)cc1c32 (configuration not stated)	i	i	i	i	i	i	i	-9	i	i	i
CCOC(=O)c1c(NC(=O)COC(=O)c2cnccn2)sc(C(=O)NC)c1C	i	i	i	i	i	i	i	-2	i	i	i
